Screens deposited in PubChem by The Scripps Research Institute Molecular Screening Center.
GPR151 activ: human GPR151 activation; Q8TDV0; PathHunter beta-arrestin GPR151 cells, luminescence; activation, % at 11.2 µM; 650,000 tested, 1% active; AID 1508602; in the data active = activation above about 4.9%;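 also: 0% = median of compound wells and 100% = cells with positive control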
Target sequence (Q8TDV0 whole entry, looked up): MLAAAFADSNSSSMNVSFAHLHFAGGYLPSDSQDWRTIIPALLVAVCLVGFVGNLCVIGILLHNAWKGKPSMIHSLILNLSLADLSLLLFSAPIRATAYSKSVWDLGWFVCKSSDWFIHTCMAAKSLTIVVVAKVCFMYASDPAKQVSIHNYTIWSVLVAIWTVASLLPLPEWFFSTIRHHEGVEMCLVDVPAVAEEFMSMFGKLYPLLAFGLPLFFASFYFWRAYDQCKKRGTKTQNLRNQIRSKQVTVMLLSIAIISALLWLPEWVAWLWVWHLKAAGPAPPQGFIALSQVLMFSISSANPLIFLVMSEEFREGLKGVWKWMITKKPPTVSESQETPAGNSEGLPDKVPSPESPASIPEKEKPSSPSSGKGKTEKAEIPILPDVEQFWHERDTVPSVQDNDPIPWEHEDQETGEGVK
TEAD-YAP inh: TEAD-YAP interaction inhibition; HEK-TIYL cells, TEAD-Gal4/YAP UAS-luciferase luminescence; 640,000 tested, 1.4% active; inhibition, % at 9.12 µM; AID 1259422; in the data active = inhibition above about 32%;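 also: 0% = median of test compound wells and 100% = reference inhibitor wells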
MITF inh: blocks human microphthalmia-associated transcription factor. O75030. AlphaScreen MITF homodimerization, bead proximity signal. inhibition, % at 2.6 µM. 650,000 tested, 0.91% active. AID 1259374; in the data active = inhibition above about 50%;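 also: 0% = vehicle wells with protein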
Target sequence (O75030 whole entry, looked up): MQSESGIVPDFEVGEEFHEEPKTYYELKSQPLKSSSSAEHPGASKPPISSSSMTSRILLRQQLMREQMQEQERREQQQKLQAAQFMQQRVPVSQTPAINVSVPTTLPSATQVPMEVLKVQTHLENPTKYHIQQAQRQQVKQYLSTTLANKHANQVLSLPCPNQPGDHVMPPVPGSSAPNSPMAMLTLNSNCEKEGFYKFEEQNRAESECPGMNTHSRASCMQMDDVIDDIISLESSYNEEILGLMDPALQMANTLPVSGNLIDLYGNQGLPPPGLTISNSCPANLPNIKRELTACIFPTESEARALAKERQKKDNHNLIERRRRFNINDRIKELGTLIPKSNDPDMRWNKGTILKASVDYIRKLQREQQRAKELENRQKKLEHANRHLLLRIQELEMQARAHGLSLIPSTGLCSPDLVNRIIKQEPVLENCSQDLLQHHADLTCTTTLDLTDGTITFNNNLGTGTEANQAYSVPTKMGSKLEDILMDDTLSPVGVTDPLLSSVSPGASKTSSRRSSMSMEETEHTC
FBW7 act: activators of human E3 ligase FBW7. Q969H0. AlphaScreen FBW7–phospho-cyclin E peptide binding, activator screen. normalized activity (activation), % at 26.1 µM. 650,000 tested, 0.13% active. AID 1259310; in the data active = normalized activity above about 1.9%;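 also: purified mutant Fbw7 with reduced substrate affinity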
Starred values were filed as active, the others as inactive; & = joins results of further samples.

molecule | FBW7 act | MITF inh | GPR151 activ | TEAD-YAP inh
COC(=O)c1cc(OC)c(NC(=S)NC(=O)CCCCCN2C(=O)c3ccccc3C2=O)cc1Cl | -0.1 | 2 | 0.0 | 10
O=C(Nc1cccc(Cl)c1)c1ccc(Cl)c([N+](=O)[O-])c1 | 0.1 | 27 | -0.8 | 45*
CCCS(=O)(=O)N1CCN=C1SCc1cccc2ccccc12 | 0.0 | -2 | -0.5 | -10
CCCCCOC(=O)c1ccc(NC(=O)c2ccc([N+](=O)[O-])cc2)cc1 | 0.4 | 9 | 0.2 | -10
CCOc1cccc2cc(C(=O)Nc3ccc(Oc4ccc(Cl)cc4)cc3)c(=O)oc12 | 0.0 | 11 | -0.7 | -1
CC1=NN(c2ccc(S(=O)(=O)O)cc2)C(=O)/C1=C\c1ccc(Br)cc1 | 0.0 | 15 | -0.5 | 1
CC(=O)Nc1ccc(N2C(=O)CC(N3CCCC3)C2=O)cc1 (centres undefined) | -0.1 | -1 | 0.4 | -9
O=c1ccn2c(SCc3ccc(F)cc3)nnc2[nH]1 | -0.2 | 1 | -3.4 | 7
COc1ccc(/C=C/C(=O)N2CCC(C)CC2)cc1Br | 0.1 | 11 | 1.2 | -13
CC(C)(C)c1ccc(Nc2ncnc3sccc23)cc1 | 0.6 | 5 | -1.1 | -84
CC(C(=O)Nc1cccc(Br)c1)c1ccc([N+](=O)[O-])cc1 (centres undefined) | 0.5 | -4 | 1.6 | 8
N#CC(C#N)=Cc1cn(CCC(=O)O)nc1-c1ccccc1 | 1.0 | 2 | 4.8 | 3
Cc1cc(-c2csc(N)n2)c(C)n1Cc1ccccc1Cl | -0.1 | -11 | -1.2 | -5
CCC1(C)Nc2ccccc2-c2nc3ccccc3n21 (centres undefined) | 0.1 | 10 | -5.1 | -2
O=c1c2sc(=S)n(CCc3ccccc3)c2nc(SCc2ccc(Cl)cc2)n1-c1ccc(Br)cc1 | 0.3 | 5 | -0.7 | 5

Look-ups from the results shown:
FBW7 act, `CC1=NN(c2ccc(S(=O)(=O)O)cc2)C(=O)/C1=C\c1ccc(Br)cc1` = 0.0
GPR151 activ, `COC(=O)c1cc(OC)c(NC(=S)NC(=O)CCCCCN2C(=O)c3ccccc3C2=O)cc1Cl` = 0.0
MITF inh, `CCOc1cccc2cc(C(=O)Nc3ccc(Oc4ccc(Cl)cc4)cc3)c(=O)oc12` = 11
FBW7 act, `O=c1c2sc(=S)n(CCc3ccccc3)c2nc(SCc2ccc(Cl)cc2)n1-c1ccc(Br)cc1` = 0.3

(next part)
molecule | FBW7 act | MITF inh | GPR151 activ | TEAD-YAP inh
CCOC(=O)C1CCN(C(=O)c2ccc3c(c2)N(Cc2ccccc2C)C(=O)CS3)CC1 | 0.4 | 13 | -1.5 | 2
CC(C)c1csc(CN2CCC(CO)(Cc3ccccc3)CC2)n1 | -0.1 | -2 | 0.0 | -8
CC(C)N(CCNc1nc(Nc2ccncc2)nc2c1ncn2C1CCCCC1)C(C)C | -0.2 | -4 | 0.2 | 2
CC(C)n1cnc2c(Nc3ccccc3)nc(Nc3ccncn3)nc21 | 0.0 | 4 | 3.7 | -22
Cn1cc(-c2cc(-c3ccccc3)nn2-c2ccccc2)c2ccccc21 | -0.2 | 7 | -0.8 | -10
O=C(NCc1ccccc1)C12CCC3CC(CC(C3)C1)C2 | 0.0 | 11 | -0.8 | 8
Cc1ccc(-n2c(SCC(=O)NCC3CCCO3)nc3c(sc(=S)n3-c3cc(C)ccc3F)c2=O)cc1 (centres undefined) | -0.1 | -4 | 1.6 | 0
CCN(CCn1cccn1)C(=O)CCc1nnc(CCCc2ccccc2)o1 | 0.0 | 0 | -0.8 | -40
N/N=C(\c1cccc([N+](=O)[O-])c1)C12CN3CN(CN(C3)C1)C2 | 0.0 | -9 | 0.4 | 4
Cc1ccc2nc(NCCCOC(C)C)nc(C)c2c1 | 0.0 | -1 | 0.0 | -22
N#C/C(=C\c1cccc(F)c1F)c1nn(-c2ccccc2)c(N)c1C#N | 0.4 | 4 | 1.4 | -4
O=C(Nc1ccc(NC(=O)c2ccc([N+](=O)[O-])cc2Cl)cc1)c1cccs1 | 0.2 | -3 | 2.2 | -7
O=[N+]([O-])c1cc(C2C=C(c3ccc(Cl)cc3)Nc3nnnn32)ccc1Cl (centres undefined) | -0.1 | 65* | -0.8 | 0
CCN(CC)C(=O)Cn1cnc2sc(C(=O)Nc3nc4ccccc4s3)c(C)c2c1=O | 0.0 | -7 | 0.1 | 80*
Nc1nc(NC(=O)/C=C/c2ccccc2)nn1-c1ccccc1 | -0.1 | -4 | 0.1 | 7

Record cards, from the list above.
O=C(NCc1ccccc1)C12CCC3CC(CC(C3)C1)C2 is entered as FBW7 act = 0.0; MITF inh = 11; GPR151 activ = -0.8; TEAD-YAP inh = 8
Cc1ccc(-n2c(SCC(=O)NCC3CCCO3)nc3c(sc(=S)n3-c3cc(C)ccc3F)c2=O)cc1 (centres undefined) is entered as FBW7 act = -0.1; MITF inh = -4; GPR151 activ = 1.6; TEAD-YAP inh = 0

More results
molecule | FBW7 act | MITF inh | GPR151 activ | TEAD-YAP inh
O=C(CN1C(=O)c2cccc3cccc1c23)Nc1ccc2c(c1)OCCO2 | -0.1 | -6 | 0.5 | 9
COc1ccc(-c2cnnc(N/N=C/c3ccc(O)c(OC)c3)n2)cc1 | -0.1 | 10 | 1.5 | 36*
COc1ccc(-c2coc3cc(OCCN4CC(C)OC(C)C4)ccc3c2=O)cc1 (centres undefined) | 0.1 | 11 | -0.2 | 1
N#CCSc1nc(NCC2CCCO2)c2ccccc2n1 (centres undefined) | 0.1 | -2 | -0.2 | 12
CCOc1ccc(-c2noc(CCC(=O)NC)n2)cc1OC | 0.1 | -1 | -0.3 | -15
CCOCCCNC(=O)/C(C#N)=C/c1c(Oc2ccccc2OC)nc2ccccn2c1=O | 0.0 | -6 | -6.3 | -6
O=C(Nc1ccccc1)c1ccc(Cn2c(=O)[nH]c3ccsc3c2=O)cc1 | -0.1 | -10 | -0.2 | 0
COC(=O)C1=C(N)OC2=C(C(=O)CC(C)(C)C2)C1c1ccccc1 (centres undefined) | 1.1 | 6 | 0.5 | 13
CCC(C)NCC(=O)NCCNc1ccc([N+](=O)[O-])cc1Cl (centres undefined) | 0.0 | -2 | 1.8 | 5
O=C(CCn1c(SCc2ccccc2F)nc2ccccc2c1=O)N1CCN(c2ccccc2)CC1 | -0.1 | -5 | -0.2 | -1
CNc1ccccc1C(=O)OCc1ccc(C(=O)OC(C)C)cc1 | 0.1 | -27 | 0.8 | 8
CC(=O)c1ccc(OCC(O)CN2CCN(c3cccc(Cl)c3)CC2)cc1 (centres undefined) | 0.1 | 0 | -0.1 | 0
Cc1cccc(C(=O)n2cnnc2N)c1 | 0.4 | 3 | 1.0 | 9
CCOC(=O)C1=C(C)N=c2s/c(=C\c3cccc(O)c3)c(=O)n2C1c1ccc(Cl)cc1 (centres undefined) | 0.2 | 8 | -0.3 | 3
Cc1ccc(OC(=O)COc2ccc(C)c(C)c2)c(-n2nc3ccccc3n2)c1 | -0.1 | 2 | -4.1 | -54
COC(=O)C1=CNC=C(C(=O)OC)C1c1cccc(C)c1 | 0.1 | 3 | 2.7 | 2
CCN(CC(=O)NC(C)(C)C)S(=O)(=O)c1cc(C(F)(F)F)ccc1Cl | 0.1 | -2 | -0.2 | 3
CSc1nc(NC(C)C)nc(N2CCOCC2)n1 | 0.1 | -9 | 1.2 | 3
CCOC(=O)CCc1c(C)c(C#N)c2nc3ccccc3n2c1N1CCOCC1 | 0.2 | -1 | 0.8 | -9
COc1ccc(CCNC(=O)c2cc(C)no2)cc1OC | 0.0 | 15 | -0.7 | 6
COc1ccc(N2CCN(C3CCCN(Cc4ccncc4)C3)CC2)cc1 (centres undefined) | -0.2 | 0 | -0.2 | 0
O=C(Nc1ccc2c(c1)OCO2)c1cnc(NCCN2CCOCC2)s1 | -0.1 | 52* | -1.9 | -9
O=C(NCCCN1CCCC1=O)c1cccc(N2CCN(Cc3ccc4c(c3)OCO4)CC2)n1 | 0.0 | 11 | -1.0 | -4
O=C(CC1(O)C(=O)Nc2ccccc21)c1ccccn1 (centres undefined) | -0.3 | -2 | 0.0 | 6
Cc1ccc(-c2nnc(SCC(=O)Nc3cc([N+](=O)[O-])ccc3C)o2)cc1 | 0.0 | 22 | 0.1 | -1
COc1cc(CN(C(=S)NCC(=O)NCc2ccc3c(c2)OCO3)C2CCCC2)cc(OC)c1OC | -0.2 | -2 | -1.6 | -7
O=C(Nc1cccc(-c2cn3c(n2)SCC3)c1)c1ccc(F)cc1F | 0.0 | -6 | -0.5 | -20
COc1ccccc1N(CC(=O)Nc1ccc(S(=O)(=O)N2CCOCC2)cc1)S(C)(=O)=O | 0.1 | 2 | 1.2 | -16
CC(=O)c1cccc(-c2cc(Nc3ccc(Oc4ccccc4)cc3)nc(N)n2)c1 | -0.1 | -4 | -0.3 | -21
N#CC(C#N)=Cc1ccc(-c2ccc(C(N)=O)cc2)o1 | 0.2 | 8 | 0.9 | 4
O=C(C1CCN(S(=O)(=O)c2cccs2)CC1)N1CCc2ccccc2C1 | 0.0 | -7 | 0.6 | -1
CCSc1ccccc1C(=O)Nc1ccc(F)cc1F | 0.3 | 9 | -2.4 | -2
Cc1ccc(CSc2nc3ccc(NC(=O)c4ccc(Cl)cc4)cc3s2)c(C)c1 | -0.1 | -7 | 0.5 | -2
CC(=O)N1CC(C)Sc2cc(S(=O)(=O)NCc3ccc(Cl)cc3)ccc21 (centres undefined) | 1.0 | 15 | -0.3 | 21
COCCNc1ncc(-c2cccc(O)c2)n2ccnc12 | -0.3 | -8 | -0.3 | -68
COc1ccc(-c2nc3c4cnn(Cc5ccccc5)c4ncn3n2)cc1OC | 0.0 | -19 | 1.0 | 0
CC[C@H](C)C(=O)O[C@H]1CCC=C2C=C[C@H](C)[C@H](CC[C@@H]3C[C@@H](O)CC(=O)O3)[C@H]21 | 0.1&-0.4 | 7&-3 | 0.3&-0.5 | 1
COc1ccc(CCc2nnc(CCC(=O)NCc3ccccc3F)o2)cc1 | 0.2 | -26 | 0.0 | -47
Clc1ccc2nc(N3CCNCC3)nc(-c3ccccc3)c2c1 | 0.2 | -5 | 0.9 | -3
COc1cccc(CSc2nncn3c2cc2occc23)c1 | 0.4 | 14 | -0.7 | -2
CCC(C)(C)c1ccc(OCCCn2ccnc2)cc1 | -0.1 | 18 | 0.1 | -6
O=C(Nc1ccc2oc(-c3cc(Br)ccc3Cl)nc2c1)c1cccc([N+](=O)[O-])c1 | -0.1 | -9 | 0.0 | -5
Cc1cc(/C=C(\C#N)C(=O)NCc2ccco2)c(C)[nH]1 | -0.4 | 5 | 0.4 | -17
COc1ccc(C2=NNC(c3ccccc3F)C2)c(O)c1 (centres undefined) | -0.2 | -6 | 0.9 | -49
COc1ccccc1-c1nc2c3c4c(sc3ncn2n1)C(C)(C)NC(C)(C)C4 | -0.2 | -3 | -1.7 | -5
Cc1cccc(N2C(=O)c3cccc4c(N5CCOCC5)c([N+](=O)[O-])cc(c34)C2=O)c1 | 0.6 | 18 | -0.5 | -5
CCOc1ccc(NS(=O)(=O)c2ccc3[nH]cc(C(=O)N4CCCC4)c(=O)c3c2)cc1 | 0.0 | 7 | 0.1 | 1
Cc1c(/C=N\NC(=O)OC(C)(C)C)c2ccccc2n1C | 0.1 | 13 | -0.9 | -36
O=C(Nc1cccc(Br)c1)C1CC1c1ccccc1 (centres undefined) | 1.8 | 11 | 0.1 | -18
O=[N+]([O-])c1cc(S(=O)(=O)N2CCCC2)ccc1NCC(c1ccco1)N1CCCCC1 (centres undefined) | 0.5 | 3 | -1.0 | 3
CC1CC(C)CN(C(=O)c2cnc3scc(-c4ccc(Cl)s4)n3c2=O)C1 (centres undefined) | 0.3 | 6 | 3.3 | 4
Cc1ccc2c(c1)-c1c(cnn1CC(=O)N1CCN(c3ccc([N+](=O)[O-])cc3)CC1)CO2 | 0.0 | 8 | 0.4 | 10
CC(CCc1ccc(O)cc1)Nc1ccc2[nH]ncc2c1 (centres undefined) | 0.0 | 16 | 0.0 | 4
O=C(NCCCNc1ccc([N+](=O)[O-])cc1C(F)(F)F)c1cc(F)c(F)cc1Cl | -0.1 | 6 | 0.8 | 9
CCn1c(COc2cccc(C)c2C)nnc1SCC(=O)NC(C)(C)C | 0.1 | 26 | -0.2 | 0
Cc1cccc(-n2c(CNC(=O)c3ccc(S(=O)(=O)N(C)C)cc3)nnc2SCC(=O)Nc2ccc(F)cc2)c1 | -0.1 | 7 | -0.5 | 2
CN1CCCN(Cc2c(F)cccc2Cl)CC1 | 0.0 | -3 | 2.2 | 3
N#Cc1ccccc1S(=O)(=O)Nc1cccc2ccccc12 | 0.0 | 0 | -0.3 | -9
O=C(CN1Cc2ccccc2C1=O)NC1(c2ccc3c(c2)OCO3)CCCC1 | 0.0 | 14 | -1.0 | 3
CC(C)Oc1ccccc1/C=C1/SC(N)=NC1=O | -0.1 | 11 | 0.4 | 3
CCOC(=O)c1cc(CC)sc1/N=C/c1c(O)n(C)c2ccccc12 | 0.1 | -8 | 1.2 | 2
O=C(NCC1(c2ccccc2)CCCC1)C1CC12CCN(C(=O)C1CCOCC1)CC2 (centres undefined) | -0.3 | -6 | -0.1 | 1
